Screens (PubChem BioAssay)
PAFAH1B2 inh: PAFAH1B2 enzyme inhibitors, primary screen, biochemical, fluorescence polarization, human; recombinant PAFAH1B2, FP-rhodamine activity probe; inhibition, % at 3.39 µM; actives 1.2% (n = 340,000); AID 492953, 2010;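 active = inhibition above the mean of all tested compounds plus 3 SD, cut at about 24% in these data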;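 note: 0% = enzyme with DMSO and 100% = wells lacking PAFAH1B2; many of its hits are not listed in these tables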
Target sequence (P68402 whole entry, looked up): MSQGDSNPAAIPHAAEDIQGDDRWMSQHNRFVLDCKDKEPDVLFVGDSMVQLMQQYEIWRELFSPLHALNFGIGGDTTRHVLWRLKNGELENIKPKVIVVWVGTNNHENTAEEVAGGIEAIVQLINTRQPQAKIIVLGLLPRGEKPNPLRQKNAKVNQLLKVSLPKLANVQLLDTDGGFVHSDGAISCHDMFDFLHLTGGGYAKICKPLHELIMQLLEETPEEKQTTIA
pPAFAH inh: pPAFAH enzyme inhibitors, primary screen, biochemical, fluorescence polarization, human; Platelet-activating factor acetylhydrolase (Homo sapiens), Q13093; recombinant pPAFAH, FP-rhodamine probe fluorescence polarization; inhibition, % at 3.39 µM; actives 1.5% (n = 330,000); AID 463082, 2010;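 active = inhibition above the mean inhibition across the screen plus 3 SD, cut at about 25% in these data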;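 note: inhibitors block binding of the rhodamine activity-based probe so polarization drops; 0% = enzyme with DMSO and 100% = wells lacking pPAFAH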
MEX-5 binding: MEX-5 zinc finger RNA-binding disruptors – biochemical, C. elegans, fluorescence polarization, MLPCN library, primary screen. Zinc finger protein mex-5 (Caenorhabditis elegans), Q9XUB2. MEX-5/FITC-TCR2 RNA binding; hits give low values. activity score (negative = inhibition of binding), % at 10 µM. actives 0.38% (n = 300,000). AID 1832, 2009;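 active = inhibition past about -25% in most replicates, and total fluorescence under double the plate's negative control median, limit read from the data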;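 note: 0% = DMSO and -100% = 5 µM competing unlabeled TCR2 RNA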
Target sequence (Q9XUB2 whole entry, looked up): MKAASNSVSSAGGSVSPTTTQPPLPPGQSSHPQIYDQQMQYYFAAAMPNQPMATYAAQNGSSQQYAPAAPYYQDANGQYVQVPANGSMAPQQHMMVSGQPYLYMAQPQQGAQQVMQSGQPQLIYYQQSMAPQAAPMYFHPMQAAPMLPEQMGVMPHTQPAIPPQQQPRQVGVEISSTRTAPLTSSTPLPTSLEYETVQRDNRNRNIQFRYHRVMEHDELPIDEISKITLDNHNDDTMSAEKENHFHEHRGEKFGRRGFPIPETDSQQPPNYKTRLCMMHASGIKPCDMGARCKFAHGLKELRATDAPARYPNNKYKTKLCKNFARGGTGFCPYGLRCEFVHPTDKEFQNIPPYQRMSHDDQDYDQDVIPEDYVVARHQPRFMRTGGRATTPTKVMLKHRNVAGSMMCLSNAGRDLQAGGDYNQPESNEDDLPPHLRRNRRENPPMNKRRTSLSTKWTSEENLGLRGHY
PME-1 inh: PME-1 inhibitors via competitive probe labeling, primary screen, biochemical, fluorescence polarization, FP-Rh probe, HTS | Protein phosphatase methylesterase 1 (Homo sapiens), Q9Y570 | recombinant PME-1 | inhibition, % at 5.9 µM | actives 0.53% (n = 320,000);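 active = inhibition above the campaign mean of all compounds plus 3 SD, cut at about 26% in these data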;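 note: competitive labeling of PME-1 active site by serine hydrolase directed probe; 0% = PME-1 with DMSO and 100% = wells lacking PME-1 enzyme; inhibitors block probe labeling so polarization falls and inhibition rises; many of its hits are not listed in these tables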
Target sequence (Q9Y570 whole entry, looked up): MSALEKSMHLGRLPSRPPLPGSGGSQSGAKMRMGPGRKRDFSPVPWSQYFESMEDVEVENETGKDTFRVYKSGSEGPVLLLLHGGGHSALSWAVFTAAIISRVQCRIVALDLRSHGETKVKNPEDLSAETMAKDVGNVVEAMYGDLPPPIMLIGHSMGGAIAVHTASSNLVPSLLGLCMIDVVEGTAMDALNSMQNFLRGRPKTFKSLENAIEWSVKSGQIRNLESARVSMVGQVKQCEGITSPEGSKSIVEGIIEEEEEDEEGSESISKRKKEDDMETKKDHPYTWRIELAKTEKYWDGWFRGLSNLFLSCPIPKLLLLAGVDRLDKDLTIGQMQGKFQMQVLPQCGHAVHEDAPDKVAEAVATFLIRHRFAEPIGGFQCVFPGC
GLD-1 TGE inh: GLD-1/TGE RNA complex disruptors, primary screen, biochemical, fluorescence polarization; Female germline-specific tumor suppressor gld-1 (Caenorhabditis elegans), Q17339; actives 0.44% (n = 320,000); AID 2280, 2010; inhibition, % at 5.96 µM; purified GLD-1 + fluorescein TGE RNA;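 active = percent inhibition above a per-plate cutoff, the plate mean of test compounds plus 3 SD, cut at about 30% in these data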;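 note: 0% = DMSO wells with GLD-1 and probe and 100% = wells lacking GLD-1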
Bcl-xL primary: inhibitors of human Bcl-xL, primary screen, biochemical, fluorescence polarization, HTS; GST-Bcl-xL / FITC-Bim BH3 peptide fluorescence polarization; inhibition, % at 10.9 µM; actives 0.7% (n = 320,000); AID 2129, 2009;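 active = inhibition above the mean of all tested compounds plus 3 SD, cutoff set per campaign, cut at about 30% in these data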;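 note: 0% = DMSO wells and 100% = unlabeled Bim-BH3 peptide competitor; inhibitors lower millipolarization by displacing the labeled peptide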
Fam108B inh: mouse Fam108B serine hydrolase inhibitors, primary screen, counter-screen for RBBP9 inhibitor project, biochemical, fluorescence polarization; recombinant Fam108B, FP-Rh probe fluorescence polarization; inhibition, % at 9.51 µM; actives 0.33% (n = 300,000); AID 1947, 2009;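 active = inhibition above the screen mean inhibition plus 3 SD, computed separately per campaign, cut at about 18% in these data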;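 note: inhibitors lower polarization as less probe binds the enzyme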
AHR activator: AHR activators, primary screen, cell-based, luminescence, luciferase reporter, human; actives 2.5% (n = 320,000); activation, % at 5 µM; Aryl hydrocarbon receptor (Homo sapiens), P35869; AHR-responsive luciferase reporter cells; in the data active = activation above about 47%;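 note: 0% = vehicle wells and 100% = reference agonist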
MCL1-BIM inh: inhibitors of MCL1 binding to BIM-BH3, primary screen, biochemical, fluorescence polarization | actives 0.68% (n = 320,000) | GST-MCL1 / FITC-Bim-BH3 fluorescence polarization | Induced myeloid leukemia cell differentiation protein Mcl-1 (Homo sapiens), Q07820 | AID 2057, 2009 | inhibition, % at 10.9 µM;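 active = inhibition above the mean inhibition of all tested compounds plus 3 SD, set per campaign, cut at about 40% in these data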;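 note: 0% = DMSO wells and 100% = unlabeled Bim-BH3 peptide control; higher means more loss of mP so more displacement of Bim peptide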
The depositor's hits bear a star; nt = not tested or not shown. Some of the compounds tested; count on the stated rates, not on these rows.

Molecule	PAFAH1B2 inh	AHR activator	Fam108B inh	MCL1-BIM inh	MEX-5 binding	pPAFAH inh	GLD-1 TGE inh	Bcl-xL primary	PME-1 inh
COC(=O)Nc1[nH]ncc1[N+](=O)[O-]	-0.2	-1.4	-1.8	-0.8	-1.9	1.9	-0.1	7.7	-7.0
CN1C2CCC1CC(NC(=O)c1cc(S(=O)(=O)N(C)C)c(Cl)cc1Cl)C2 (stereo unspecified)	5.8	2.0	nt	5.6	nt	0.8	-1.5	4.2	1.9
COC(=O)C1=C(C)N(c2ccc(S(N)(=O)=O)cc2)C(=O)C1	5.1	5.1	-1.0	-4.8	0.2	-6.3	10.5	-2.0	-4.1
Cc1cccc(N2CCN(C(=O)C3COc4ccccc4O3)CC2)c1C (stereo unspecified)	4.6	0.8	-2.3	0.4	-0.4	5.9	100.1*	-0.3	-0.5
Cc1ccnc(N2CCCC(C(=O)NCc3cccs3)C2)n1 (stereo unspecified)	5.8	2.6	2.3	-4.7	-3.3	-0.3	0.7	-2.0	3.7
CC(=O)NC(CC(=O)NNC(=O)COc1c(C)cccc1C)c1ccccc1 (stereo unspecified)	6.2	3.3	nt	nt	nt	-0.2	6.3	nt	nt
O=C(COC(=O)c1ccc(F)c(S(=O)(=O)N2CCCCC2)c1)NCc1ccc(F)cc1	0.9	0.9	-4.0	-1.6	2.2	8.0	-0.2	2.2	-5.8
COc1ccc(-c2nnn(Cc3ccccc3F)n2)cc1	3.9	0.2	-2.5	4.8	4.4	-3.9	3.3	4.0	-5.8
Cc1ccc(NC(=O)C2=CC(c3cccs3)=NS(=O)(=O)N2C)cc1	3.0	64.3*	-5.8	0.9	0.3	4.6	7.5	-0.2	-2.8
CCc1c(C)nc(SCC(=O)Nc2ccc3c(c2)OCCO3)[nH]c1=O	2.7	1.6	-1.4	20.0	0.9	-5.0	4.1	7.5	1.3
O=C(Oc1ccc2ccc(O)cc2c1)C1CCCCC1	nt	1.9	6.3	7.8	-0.7	8.5	2.4	5.3	-4.0
CCC1CCCCN1S(=O)(=O)c1ccc(C(=O)Nc2nnc(-c3cccs3)o2)cc1 (stereo unspecified)	18.0	0.5	5.0	7.8	nt	9.3	11.8	4.4	0.4
CCOc1ccc(OCc2cccc(C(=O)N3CCOCC3)c2)cc1	-0.2	-14.4	-1.3	5.0	-3.0	4.7	0.2	5.0	-0.4
CCc1nn(CCCC(=O)Nc2ccc(C)c(C)c2)c(=O)c2cc3occc3n12	1.0	4.3	1.0	16.9	-6.5	4.5	15.3	16.1	-8.6
CSc1cccc(CN2CCN(Cc3ccc(F)c(F)c3)C(CCO)C2)c1 (stereo unspecified)	1.7	0.8	-1.4	3.7	1.2	5.2	0.5	-0.5	-3.5
CCOc1cc(N2CCOCC2)c(OCC)cc1NC(=O)COC(=O)COc1cc(C)cc(C)c1	-2.5	-1.3	-4.8	-4.9	3.2	4.1	-0.3	3.3	0.1
CCCn1c(NCCO)nc2ccccc21	4.8	0.0	3.7	3.0	-1.7	0.4	3.1	6.6	-2.5
O=C(Nc1ccccc1Cl)C1C2CCC3C(CCC21)C3(Cl)Cl (stereo unspecified)	1.7	1.9	0.8	6.0	1.2	7.7	0.8	3.3	-6.8
Cn1c(/C(C#N)=C(\O)c2ccc(S(=O)(=O)N3CCCCC3)cc2)nc2ccccc21	0.6	-10.4	3.8	-0.8	-2.8	2.4	4.7	1.6	2.9
Cc1onc(-c2ccccc2)c1C(=O)Nc1nc2c(s1)C(=O)CC(C)(C)C2	11.5	0.1	1.5	-2.9	1.0	-5.7	2.4	8.4	-11.8

Additional structures
Molecule	PAFAH1B2 inh	AHR activator	Fam108B inh	MCL1-BIM inh	MEX-5 binding	pPAFAH inh	GLD-1 TGE inh	Bcl-xL primary	PME-1 inh
Cc1ccc(S(=O)(=O)c2nc(Nc3ccccc3C#N)sc2Cl)cc1	-9.4	13.5	-11.1	2.1	0.3	-4.0	5.8	4.6	-14.8
Cc1nn(-c2ccccc2)c(Cl)c1C(=O)Nc1ccccc1	2.0	4.4	-1.0	3.5	-1.9	1.0	-5.5	4.6	3.8
COc1ccc(CN2C(=O)CCC2(C)C(=O)NC2CCCC2)c(OC)c1 (stereo unspecified)	3.2	-1.0	-0.6	3.0	-2.3	-1.3	3.6	0.9	-1.9
Cc1ccc(-c2nnn(CC(=O)N(c3ccccc3)C(C(=O)NCC3CCCO3)c3ccc(Cl)cc3)n2)cc1 (stereo unspecified)	4.5	-2.1	-0.8	4.1	-0.2	-2.9	-1.3	6.5	0.5
NC(=O)c1ccc(NC(=O)COC(=O)CCCN2C(=O)c3cccc4cccc(c34)C2=O)cc1	5.5	-3.8	1.9	9.1	-1.9	5.2	5.9	9.0	1.3
CC(=O)c1ccc(OCC(O)CN2CCN(CC(O)COc3ccc(C(C)=O)cc3)CC2)cc1 (stereo unspecified)	1.8	0.3	2.7	4.0	0.4	1.1	3.9	-2.9	-7.7
O=C(NCN1CCN(c2ccccc2)CC1)c1cnccn1	2.5	1.3	-0.2	140.1*	0.4	5.6	3.4	3.2	2.5
O=C(Nc1ccccc1)c1ccccc1CC[N+](=O)[O-]	2.4	1.0	2.7	-8.2	2.9	-4.8	0.4	-4.7	-1.7
O=C(O)CCC(=O)N1CCC(C(=O)c2cccc(Cl)c2)CC1	-0.5	-0.3	-1.7	4.8	1.2	2.8	0.6	5.7	3.3
CCc1cccc(OCC(=O)Nc2ccc(S(=O)(=O)N3CCCC3)cc2)c1	-3.0	1.3	-1.3	2.2	0.0	4.9	0.9	10.5	-1.2
O=C1Nc2ccccc2C12Nc1ccccc1-c1nc3ccccc3n12 (stereo unspecified)	0.4	4.7	-0.3	3.0	0.9	4.6	-1.1	5.8	4.5
O=c1cc(N2CCOCC2)[nH]c(=O)n1-c1ccc(Br)cc1	2.7	-1.8	-1.2	-5.1	-1.2	1.1	2.0	2.8	-0.1
COc1cc(C2OCC3C(c4cc(OC)c(OC)c(OC)c4)OCC23)cc(OC)c1OC (stereo unspecified)	4.3	0.2	0.1	2.3	-0.1	0.7	2.8	1.8	4.9
COc1cc(/C=C/C(=O)OCC(=O)N2CC(=O)Nc3ccccc32)ccc1O	5.4	3.2	-4.5	-10.9	1.3	-5.0	7.6	2.6	1.6
COC(=O)c1sc(NC(=O)CSc2nnnn2-c2ccc(C)cc2C)nc1C	-2.4	2.3	7.6	21.4	0.1	1.3	-8.1	-0.4	2.3
CC(C1CC1)N(Cc1ccccc1)C(=O)NC(=O)c1ccc(F)cc1 (stereo unspecified)	1.1	1.4	-4.1	1.5	0.0	-1.6	-10.2	2.6	-1.2
O=C(Cc1nn[nH]n1)Nc1ccc(F)cc1F	nt	0.7	-4.4	2.2	-0.8	0.3	3.1	5.6	-0.3
Cc1ccc(O)c(NC(=S)NC(=O)/C=C/c2ccco2)c1	2.4	22.4	11.9	26.2	-2.6	25.2*	0.6	12.2	14.5
Cc1ccc2cc(/C=N/NC(=O)[C@@H]3CCCN3)c(Cl)nc2c1	2.2	-0.1	2.0	-8.0	3.1	3.8	4.8	-2.2	2.0
O=C(Nc1ccccn1)c1cccc(S(=O)(=O)N2CCCC2)c1	-1.2	5.8	3.5	2.1	0.0	1.6	3.1	4.5	2.3

(continued)
Molecule	PAFAH1B2 inh	AHR activator	Fam108B inh	MCL1-BIM inh	MEX-5 binding	pPAFAH inh	GLD-1 TGE inh	Bcl-xL primary	PME-1 inh
Cc1ccc(S(=O)(=O)NCC(=O)OCc2cc(=O)oc3cc(C)ccc23)cc1	-2.2	-0.8	nt	6.2	nt	9.6	3.6	2.5	2.5
Cc1ccc(C(=O)Nc2cccc3cccnc23)cc1C	-5.8	43.3	-1.2	-5.2	-0.2	4.7	-2.5	0.2	-5.5
O=C1OCCN1C(=O)[C@H]1[C@H](c2ccc([N+](=O)[O-])cc2)C(c2cccc(Cl)c2)=NN1c1ccccc1	12.5	4.0	-0.9	2.9	1.2	4.0	5.4	5.0	0.9
CC(=O)Nc1ccc(C(=O)Nc2nnc(CCc3ccccc3)s2)cc1	7.4	5.6	-1.1	-10.0	0.7	2.1	3.7	1.6	-5.5
CC(=O)Nc1ccc(NC(=O)c2ccc(NC(=O)c3ccccc3)cc2)cc1	3.7	-2.9	-5.2	0.1	0.5	1.5	3.9	0.3	2.6
COc1ccc([C@@]2(O)c3c(ccc(CC=C(C)C)c3O)NC(=O)[C@@H]2OC)cc1	-0.4	-0.9	-3.4	-0.4	2.3	10.9	6.3	0.8	-6.4
CCCCN1C(=O)/C(=C2/Sc3ccc(OC)cc3N2CC)SC1=S	3.9	3.4	1.7	6.3	-25.7*	-3.4	-3.2	2.0	-1.3
CCOc1c2ccc(C(=O)NCc3ccco3)cc2nn1CCOC	3.3	2.8	-0.3	10.8	0.2	8.0	-2.6	2.2	3.5
COc1ccc(-c2cc(C3CCN(C(=O)OC(C)(C)C)CC3)[nH]n2)cc1	-0.6	8.9	1.0	-4.6	1.2	5.3	2.0	4.0	-3.4
COc1ccc(Cl)cc1NC(=O)CS(=O)(=O)c1cccc2nsnc12	6.4	39.3	-1.3	3.4	-0.3	2.0	1.0	-1.0	-0.8
O=C(Cn1nc(C(=O)O)c2ccccc2c1=O)NCCC1=CCCCC1	-3.5	-0.2	1.6	6.4	-1.6	-1.3	4.3	7.1	4.6
CC(C)NC1CS(=O)(=O)CC1O (stereo unspecified)	0.9	-1.1	2.3	4.8	2.8	3.9	2.4	5.5	-3.1
CCOC(=O)C1CCCN(C(=O)/C=C/c2ccccc2[N+](=O)[O-])C1 (stereo unspecified)	3.0	9.7	6.0	9.0	-0.3	3.1	6.4	6.9	-5.6
COc1ccc(C(CNC(=O)c2ccc(S(=O)(=O)N3CC(C)CC(C)C3)cc2)N(C)C)cc1 (stereo unspecified)	5.6	-1.2	nt	nt	nt	6.0	-1.9	nt	nt
CCOC(=O)CN1C(=O)N[C@@H](c2cccs2)C(C(C)=O)=C1C	2.5	-4.0	-4.6	9.4	-2.1	3.5	1.8	5.7	1.9
O=C(CCCCn1c(=O)[nH]c2ccccc2c1=O)NCCc1c[nH]c2ccccc12	4.3	21.3	-3.1	0.5	-2.8	-0.2	10.9	2.3	8.5
CC(=O)OCc1cc2cccc(C)c2[nH]c1=O	-0.2	7.0	0.9	5.5	2.6	0.3	-1.3	9.4	1.2
Cc1ccccc1NC(=O)c1cc([N+](=O)[O-])ccc1NCCN1C(=O)CCC1=O	4.0	3.2	4.7	7.2	0.9	3.0	1.5	3.4	4.5
